GalR3 antagonist: human GalR3 antagonism. O60755. HEK293 GalR3-CNG cAMP membrane potential fluorescence; galR3 body fused to GalR1 C-terminus. inhibition, % at 3 µM. 0.44% of 360,000 active. AID 651719;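 active means inhibition above the screen-wide average plus 3 SD, cut at about 13% in these data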;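 further: forskolin and galanin both at EC90 stimulate the cells; cAMP rise reported by CNG channel membrane potential dye signal; 0% = forskolin plus galanin with DMSO and 100% = forskolin alone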
Target sequence (O60755 1-299 limits assumed): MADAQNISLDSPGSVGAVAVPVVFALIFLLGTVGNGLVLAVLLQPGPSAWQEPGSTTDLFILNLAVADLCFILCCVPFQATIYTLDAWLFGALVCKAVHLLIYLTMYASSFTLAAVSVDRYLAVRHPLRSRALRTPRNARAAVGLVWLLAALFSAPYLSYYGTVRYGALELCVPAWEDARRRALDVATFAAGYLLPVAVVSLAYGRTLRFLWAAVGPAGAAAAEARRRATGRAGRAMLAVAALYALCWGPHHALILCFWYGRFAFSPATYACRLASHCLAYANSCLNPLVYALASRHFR
Numbers without * were called inactive.

The opening 16 entries, ahead of the listing:
GalR3 antagonist	Compound
-5	C[C@@H]1CN([C@@H](C)CO)C(=O)CCCn2cc(nn2)CO[C@H]1CN(C)S(C)(=O)=O
-5	O=C1NCCc2onc(-c3ccc(Br)cc3)c21
-6	NC(=S)NN=Cc1cc(-c2cccc(N)c2)ccn1
-1	Cc1cc2oc(=O)cc(-c3ccccc3)c2c(C)c1-c1ccc(C(F)(F)F)cc1
-4	CCOC(=O)C1=CCN(S(=O)(=O)c2ccccc2)C1c1ccc(Cl)cc1 (stereo not drawn)
-3	O=C(NCC(c1ccccc1Cl)N1CCCC1)c1ccc(N2CCCC2=O)cc1 (stereo not drawn)
-7	COc1ccc(CC(C)NCC(O)c2ccc(O)c(NC=O)c2)cc1 (stereo not drawn)
-6	CN1OC[C@@H]2CN(C(=O)C(C)(C)C)[C@H](c3ccc(-c4cc5ccccc5o4)cc3)C[C@@H]21
-7	CN(C)CCN1C(=O)c2cccc3cc([N+](=O)[O-])cc(c23)C1=O
-6	CCOc1ccc(NC(=O)c2ccc3c(c2)S(=O)(=O)N=C2CCCCCN23)cc1
1	Cc1cccc(NS(=O)(=O)c2ccc(C)c(C(=O)NCC(c3cccs3)N3CCOCC3)c2)c1 (stereo not drawn)
-2	CC(=NNC(=S)N1CCCCCC1)c1cccc2cccnc12
-6	CN(C)c1ccc(-c2ccnc3c2CC(C)(C(=O)NCc2cccs2)O3)cc1 (stereo not drawn)
0	O=C(OCC(=O)N(CCc1ccccc1)Cc1ccccc1)c1cccc(S(=O)(=O)N2CCOCC2)c1
-6	O=C(OCc1ccccc1)N1CCC2CC1c1cc(N3CCN(C(=S)NCCc4ccccc4)CC3)ccc12 (stereo not drawn)
-7	COc1cccc(C(C)(O)c2nc(-c3ccccc3)cs2)c1 (stereo not drawn)

Results, repeating the preview:
GalR3 antagonist	Compound
-5	C[C@@H]1CN([C@@H](C)CO)C(=O)CCCn2cc(nn2)CO[C@H]1CN(C)S(C)(=O)=O
-5	O=C1NCCc2onc(-c3ccc(Br)cc3)c21
-6	NC(=S)NN=Cc1cc(-c2cccc(N)c2)ccn1
-1	Cc1cc2oc(=O)cc(-c3ccccc3)c2c(C)c1-c1ccc(C(F)(F)F)cc1
-4	CCOC(=O)C1=CCN(S(=O)(=O)c2ccccc2)C1c1ccc(Cl)cc1 (stereo not drawn)
-3	O=C(NCC(c1ccccc1Cl)N1CCCC1)c1ccc(N2CCCC2=O)cc1 (stereo not drawn)
-7	COc1ccc(CC(C)NCC(O)c2ccc(O)c(NC=O)c2)cc1 (stereo not drawn)
-6	CN1OC[C@@H]2CN(C(=O)C(C)(C)C)[C@H](c3ccc(-c4cc5ccccc5o4)cc3)C[C@@H]21
-7	CN(C)CCN1C(=O)c2cccc3cc([N+](=O)[O-])cc(c23)C1=O
-6	CCOc1ccc(NC(=O)c2ccc3c(c2)S(=O)(=O)N=C2CCCCCN23)cc1
1	Cc1cccc(NS(=O)(=O)c2ccc(C)c(C(=O)NCC(c3cccs3)N3CCOCC3)c2)c1 (stereo not drawn)
-2	CC(=NNC(=S)N1CCCCCC1)c1cccc2cccnc12
-6	CN(C)c1ccc(-c2ccnc3c2CC(C)(C(=O)NCc2cccs2)O3)cc1 (stereo not drawn)
0	O=C(OCC(=O)N(CCc1ccccc1)Cc1ccccc1)c1cccc(S(=O)(=O)N2CCOCC2)c1
-6	O=C(OCc1ccccc1)N1CCC2CC1c1cc(N3CCN(C(=S)NCCc4ccccc4)CC3)ccc12 (stereo not drawn)
-7	COc1cccc(C(C)(O)c2nc(-c3ccccc3)cs2)c1 (stereo not drawn)
-7	COc1ccccc1N1CC(C(=O)OCC(=O)c2c(N)n(C)c(=O)n(C)c2=O)CC1=O (stereo not drawn)
-5	Cc1ccc(CN2CC(C(=O)Nc3ncc(C)s3)CC2=O)cc1 (stereo not drawn)
1	CCCCn1c(N)c(N(CC(C)C)C(=O)CSc2nnc(C)n2-c2ccccc2)c(=O)[nH]c1=O
-1	Cc1ccc(C(=O)NCC(=O)N(C)Cc2cccc(F)c2)s1
-5	COc1cccc(C#Cc2cnc3c(c2)C(=O)N([C@@H](C)CO)C[C@H](C)[C@H](CN(C)C(=O)C2CCC2)O3)c1
-8	CCc1c(-c2ccc(Cl)cc2)ncn1CCc1ccccc1OC
-6	C=C1C(O)C[C@@H](C(C)C)N(CC(C)C)S1(=O)=O (stereo partly drawn)
-10	O=C(NCc1ccc(Cl)c(Cl)c1)c1cc(C2CCCCN2C(=O)c2cccs2)on1 (stereo not drawn)
-3	CN(C(=O)c1cccc(NC(=O)Cc2ccc(NC(=O)C3CCN(C(=O)c4ccccc4)CC3)cc2)c1)C1CCCC1
-1	CC(=O)c1ccc(N2CCN(C(=O)CNS(=O)(=O)c3ccc4c(c3)OCCCO4)CC2)c(F)c1
-5	Nc1cc(N)c2c(c1)C(=O)c1ccccc1-2
-6	CCCCN1CCS(=O)(=O)N(Cc2ccccc2Br)CC(C(=O)OC)C1 (stereo not drawn)
-5	CC12CCC=CC1=C(C=O)C1C2CCC2(C)C(O)CCC12 (stereo not drawn)
-3	COc1ccc(C(=O)c2ccc(OC)c(OC)c2OC)cc1
-7	CC(=O)C1=C(C)N(Cc2ccc(F)cc2)C(=S)NC1c1cccc(Cl)c1 (stereo not drawn)
-4	COc1ccc(-c2ccc3c(n2)CCCN3S(=O)(=O)c2cccs2)cc1
-3	O=C(Nc1ccccc1Cl)C1C2CCCCC21 (stereo not drawn)
-7	COc1ccc(OC(F)(F)F)cc1CC1(C)C(=O)Nc2cccc(Cl)c21 (stereo not drawn)
1	Cc1ccc(S(=O)(=O)NC(=O)ON=Cc2ccc3c(c2)OCO3)cc1
-2	CN(CC(=O)Nc1ccc(F)cc1)C(=O)CN1C(=O)NC2(CCCC2)C1=O
-7	Cn1cnc([N+](=O)[O-])c1S(=O)(=O)Oc1cccc2ccccc12
-6	Nc1ncnc2c1ncn2[C@@H]1O[C@H](CNC(=O)[C@@H]2CCCN2S(=O)(=O)c2ccc(F)cc2)[C@@H](O)[C@H]1O
-1	COCCNc1nc(NCCNC(C)=O)c2sc(-c3ccccc3)cc2n1
-10	CC1CCCC(NC(=O)CCCCCn2c(=S)[nH]c3ccsc3c2=O)C1C (stereo not drawn)
-5	Cc1cc(NC(=O)C2(C)CCN2C(C)C)c2ccccc2n1 (stereo not drawn)
-3	Cc1cc(C)c(NC(=S)NC(=O)c2ccccc2)cc1C
1	CC1=CC(=O)C2(C)C(C)=C(C)C12C (stereo not drawn)
-4	COc1nc(=O)n(C2OC(CO)C(O)C2O)cc1C (stereo not drawn)
-8	CC(C)C(=O)Nc1cccc(N2CCN(CCCN3C(=O)C4CCCCN4C3=O)CC2)c1 (stereo not drawn)
-7	CC[C@]12c3[nH]c4ccc(Cl)cc4c3CCN1C(=O)[C@@H](CC(=O)NCCN1CCOCC1)C[C@@H]2C(=O)N1CCN(C(=O)C2CC2)CC1
-3	O=C1NC(c2ccccc2)N=C2Oc3ccccc3C=C12 (stereo not drawn)
-5	CCC[C@H]1CN(c2ccc(Br)cc2)C(=O)[C@@H]1CC(=O)NC
-7	O=C1NC[C@H](Cc2ccc(O)cc2)N(C[C@@H]2CCCN2C[C@H](Cc2ccccc2)N2C[C@H](Cc3ccccc3)N(CC3CCCCCC3)C(=O)C2=O)C1=O
2	CC1=C(C(=O)N2CCOCC2)CC(CC(=O)NCCCCc2ccccc2)C(=O)N1CCCN1CCCC1=O (stereo not drawn)
-6	COc1ccc(C(O)c2nc(-c3ccoc3)cs2)cc1 (stereo not drawn)
-5	OCc1ccccc1-c1ccc2nncn2c1
-6	O=C1[C@H](Cc2ccccc2)NCCCC[C@H](c2ccc(Cl)cc2)N1Cc1ccc(Cl)cc1
-10	Cc1ccc2c(O)c(Cc3ccccc3)c(=O)[nH]c2n1
-7	C[C@H]1CN([C@@H](C)CO)C(=O)CCCn2cc(nn2)CO[C@@H]1CN(C)C(=O)Nc1ccc(C(C)(C)C)cc1
-5	CCCCCCCCC(c1nc2ccccc2[nH]1)N1CCN=C1c1cc2ccccc2[nH]1 (stereo not drawn)

The list continues:
GalR3 antagonist	Compound
-6	CN1CCN(C(=O)c2ccc(S(=O)(=O)N(C)c3ccccc3)cc2)CC1
6	CCC(=O)N1CCCC(C)(C(=O)Nc2ccc(OC(F)F)cc2)C1 (stereo not drawn)
-6	O=C(c1[nH]c(C(F)(F)F)nc1-c1ccccc1)N1CCC(C(O)(c2ccccc2)c2ccccc2)CC1
0	COc1ccc(Cl)cc1-c1cc(C(=O)N[C@H](C)c2ccccc2)[nH]n1
0	COc1ccc([C@H]2CC(=O)C[C@@H](CCn3cc(CCc4ccccc4)nn3)O2)cc1
-2	COc1ccccc1C(CNC(=O)C1CCN(C(=O)Nc2ccccc2)CC1)N1CCCC1 (stereo not drawn)
-3	CCN(CC(=O)Nc1ccc(NC(C)=O)cc1)C(=O)/C=C/c1c(C)nn(-c2ccc(F)cc2)c1Cl
-3	CC1CCCCC1NC(=O)CCn1c(=S)[nH]c2ccccc2c1=O (stereo not drawn)
-8	CC(C)c1cc(Cn2c3ccccc3c(=O)n2C(C)Cn2cc(C3=CCCCC3)nn2)on1 (stereo not drawn)
-2	CC(=O)c1ccc(S(=O)(=O)N(C)CC(=O)Nc2cc(C)on2)cc1
2	CN(C)S(=O)(=O)c1cccc(NC(=O)c2cccc(S(=O)(=O)N3CCCCCC3)c2)c1
-6	O=C(NCc1ccncc1)c1csc([C@@H]2O[C@H](CO)[C@@H](O)[C@H]2O)n1
-2	COC(=O)CCCn1cc(CN(C)C2CN(Cc3cn(CCCC(=O)OC)nn3)S(=O)(=O)C2)nn1 (stereo not drawn)
-4	CN1CCC(N2CCN(C3CN(Cc4cn(Cc5ccc(C(F)(F)F)cc5)nn4)S(=O)(=O)C3)CC2)CC1 (stereo not drawn)
-6	COc1cccc(NC(=O)C2CCN(S(=O)(=O)c3ccc(N4CCCC4=O)cc3)CC2)c1
-6	COc1cc(OC)nc(C(NC(=O)C2CCN(Cc3ccc(Oc4ccccc4)cc3)CC2)c2ccccc2C)n1 (stereo not drawn)
-8	COC(=O)[C@@]1(Cc2ccccc2)[C@H]2C(=O)N(Cc3ccccc3)C(=O)[C@H]2[C@H]2CN=C(SCC3CC3)N21
-6	C[C@@H]1CN([C@H](C)CO)C(=O)CCCn2nncc2CO[C@@H]1CN(C)S(=O)(=O)c1ccccc1
-7	Cc1noc(C)c1NC(=O)N(C)C[C@@H]1OCc2cn(nn2)CCCC(=O)N([C@@H](C)CO)C[C@H]1C
-6	COc1ccc2[nH]c3c(c2c1)CCN1C(=O)C(CC(=O)NCCc2ccccn2)C[C@H](C(=O)N2CCOCC2)[C@@]31C (stereo partly drawn)
-8	CSC[C@H]1CN(CCc2ccccc2)C(=O)[C@@H]1CC(=O)Nc1ccccc1
-4	COc1ccc(-n2ncc(C(C)NS(=O)(=O)c3cc(C)sc3C)c2C)cc1 (stereo not drawn)
-4	O=C(COC(=O)C12CC3CC(CC(O)(C3)C1)C2)Nc1ccc(OC(F)F)cc1
-5	O=C(Nc1ccc(F)c(Cl)c1)Nc1nnc([C@@H]2O[C@H](CO)[C@@H](O)[C@H]2O)s1
-8	COc1ccc(Cl)c(-c2cc(C(=O)Nc3ccc(F)cc3)[nH]n2)c1
-5	C#CCN(C[C@H]1[C@H](OC(=O)NC2CC2)[C@H](OC(=O)NC2CC2)C[C@H]2C(=O)N(c3ccccc3)C(=O)[C@@H]12)S(=O)(=O)c1ccc(C)cc1
-5	CC(C)C(C)(C#N)NC(=O)COC(=O)C1CCN(S(=O)(=O)c2ccc3c(c2)OCCO3)CC1 (stereo not drawn)
-9	CSc1ccc(CN2CCC(C)(Oc3ccc(F)cc3)C2)cc1 (stereo not drawn)
-2	NC(=O)c1cccc(-c2csc(C(O)c3ccccc3)n2)c1 (stereo not drawn)
-8	OC(c1cc(-c2cccc(Cl)c2)nc2ccccc12)C1CCCCN1 (stereo not drawn)
-7	CCc1nc2c(OCCn3cccc3)cccn2c1N(C)C(=O)CC(C)C
-5	C[C@H]1CN([C@@H](C)CO)C(=O)CCCn2nncc2CO[C@@H]1CN(C)C(=O)NC1CCCCC1
-4	CCN(CC)C(=O)C1=C(C)N(Cc2ccc(F)cc2)C(=O)C(CC(=O)NCc2cccc3ccccc23)C1 (stereo not drawn)
-7	COCc1cc(N2CCN(C(=O)OC(C)(C)C)C[C@H]2C)ccc1N1CCN(Cc2ccccc2)[C@@H](C)C1
1	CC(=O)Nc1ccc(NC(=O)c2ccc(-c3ccnn3C)c3ccoc23)cc1
-5	O=C(C(=O)N1CCN(C(=O)c2ccco2)CC1)c1cc2ccccc2o1
-3	CC(=O)O[C@@H]1C[C@H](c2ccccc2)OC(=O)CCCCC1=O
3	COc1ccc(-c2c(N)cnc(C(=O)O)c2C)c(OCc2ccccc2)c1OC
-8	CCOC(=O)C1=CCN(S(=O)(=O)c2ccccc2Cl)C1c1cccc(Br)c1 (stereo not drawn)
-1	O=C1C=C(C#Cc2ccc(Oc3ccccc3)cc2)C[C@@H](c2ccc(F)cc2)C1
-3	CC1(C(=O)NS(=O)(=O)c2cccc(Cl)c2)CCN1C(=O)CCc1ccc(Cl)cc1Cl (stereo not drawn)
-1	O=c1[nH]c(=O)n2ncnc2[nH]1
1	C[C@H]1CN([C@@H](C)CO)C(=O)c2cc(Br)cnc2O[C@@H]1CN(C)C(=O)NC1CCCCC1
5	COc1cccc(-c2cc3nc(NCc4ccccc4OC)n(C)c(=O)c3s2)c1
-8	O=C(O)c1cccc(C(=O)O)c1S(=O)Cc1ccccc1 (stereo not drawn)
-3	NC(=O)c1ncn([C@@H]2O[C@H](C(=O)Nc3ccc(Oc4ccccc4)nc3)[C@@H](O)[C@H]2O)n1
-6	C(=CCSc1ccccn1)CSc1ccccn1
-3	COc1cc(F)ccc1-c1cc(C(=O)NCc2ccc(F)cc2)[nH]n1
-8	O=C1CC[C@@H]2CC3(C[C@@H]4CCN1[C@H]24)Nc1ccccc1NC3=NC1CCCCC1 (stereo partly drawn)
2	CC(=O)Nc1cccc(-c2ccnc3c2CC(C(=O)Nc2cccc(Oc4ccccc4)c2)O3)c1 (stereo not drawn)
-1	CC(C)(C)NC(=O)C1c2ccccc2OCC(=O)N1Cc1ccc2c(c1)OCO2 (stereo not drawn)

High-throughput results (PubChem)

Only part of the results is shown; count on the stated rates, not on these rows.
